# S3 lipid droplet: qHTS Assay for Lipid Storage Modulators in Drosophila S3 Cells; lipid storage change, negative = inhibition, % at the top dose, mostly 46.1 µM; hits show Potency in µM; 320,000 tested, 0.64% active; Drosophila S3 cells, BODIPY lipid droplet fluorescence, 18-24 h; cells fed with added oleic acid; AID 2685, 2010; active = well fitted inhibition curve with a large enough effect in the signal ratio, with a control signal flat, not every such curve was filed as active; inconclusive = small, poorly fitted or top-dose-only effect, or effect the other way, or a change in a side signal; the % refers to the signal ratio
#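 Laser-scanning cytometry quantifies lipid droplet accumulation (500–530 nm total intensity; droplet/cell object ratio) in oleic acid-fed (400 uM added) Drosophila S3 cells treated with a concentration series. 20 uM Triacsin C defined 100% inhibition.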
# S3 lipid droplet cell count max: further read-out of S3 lipid droplet, marked with its call; cell number change, %; measured here: cell count max response;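 cells counted by Cell Tracker Red CMTPX staining in the red channel; peak over a dose series mostly up to 46.1 µM; percent activity relative to internal control wells on each plate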
# Numbers without * were called inactive; i = inactive; ? = inconclusive; · = no result given. % is scaled to controls: 0 for no effect and ±100 for the full control effect; potency is read from the fitted curve at half-maximal effect.
SMILES,S3 lipid droplet,S3 lipid droplet cell count max
COc1ccc(-n2c(Cn3c(=O)sc4ccccc43)nnc2SC)cc1,0.1%,-0.7
C=CCOc1ccc(C2=NOC(C(=O)Nc3ccc4c(c3)OCCO4)C2)cc1 (centres undefined),11.4%,2.9
COC(=O)c1c(NC(=O)c2cccnc2Cl)sc(C(=O)N(C)C)c1C,20.4%,7.0
Cn1c(=O)[nH]c(=O)c2c1nc(Br)n2CC(O)c1ccccc1 (centres undefined),12.0%,·
Cc1cc(C)c(S(=O)(=O)N2CCCCC2)cc1N(C)S(=O)(=O)c1ccc(Cl)cc1,i,·
CC(=O)/C=C1\SC(CC(=O)O)C(=O)N1c1ccccc1 (centres undefined),?,·
CC1(C)CC(=O)C2=C(C1)OC1=C(C(=O)CC(C)(C)C1)C2(C)C,?,·
O=C(CCNS(=O)(=O)c1cccc2nonc12)NC1CCCCC1,?,·
CN1C(=O)c2ccc(NC(=O)CCS(=O)(=O)c3ccccc3)cc2C1=O,-18.0%,1.4
O=C(NCC1CC1)[C@@H]1C[C@H]1[C@@H](NP(=O)(c1ccccc1)c1ccccc1)c1ccccc1,-7.6%,-3.0
CCOc1cc(Br)c(CC(=O)NC2CCCCCC2)cc1OCC,?,·
CC(C(=O)Nc1ccc(O)cc1C(=O)O)N1C(=O)/C(=C\c2cccs2)SC1=S (centres undefined),i,-9.1
O=C(COC(=O)C1CC(=O)N(Cc2ccccc2)C1)Nc1ccc(Cl)cc1F (centres undefined),?,·
Cc1cccc(Nc2nc3c(s2)CCCC3)c1,9.8%,-13.1
CN(CC(=O)Nc1ccc(Cl)cc1)CC(=O)Nc1cc(Cl)ccc1C#N,?,·
O=c1c2ccccc2oc2nc(-c3cccs3)n(CCc3ccccc3)c(=O)c12,?,·
CC(=O)Nn1c(-c2ccccc2)cc2ccccc21,?,·
Cn1cccc1C(=O)NC(=O)COC(=O)c1cc([N+](=O)[O-])ccc1Cl,1.8%,0.4
Cc1ccc2nc(N3C(=O)C(O)=C(C(=O)c4ccco4)C3c3cccs3)sc2c1 (centres undefined),?,·
O=C(CSc1nnc(CNC(=O)c2cccc(C(F)(F)F)c2)o1)NC1CCCCC1,?,·
CCOC(=O)C1=C(C)NC(C)=C(C(=O)OCC)C1c1cn(-c2ccccc2)nc1-c1ccco1,?,·
CC(=O)Nc1c(O)nc(SCC(=O)Nc2ccc(C(C)=O)cc2)[nH]c1=O,?,·
CCCNC(=O)Nc1ccc(F)c(Cl)c1,?,·
Cc1ccc(N/C=C(\C#N)c2ccc(OCCCF)cc2)cc1,i,·
CCOc1ccc(C(=O)Nc2nccs2)cc1[N+](=O)[O-],?,·
COC(=O)c1ccc(Nc2nc(-c3ccncc3)nc3ccccc23)cc1,7.6%,10.6
Cc1cccc(C)c1OCC(=O)N/N=C/c1cc2c(cc1[N+](=O)[O-])OCO2,?,·
O=C(Oc1ccc2cc(Br)ccc2c1)c1cccnc1,11.4%,-15.8
CCCC1=NN2C(=N)/C(=C\c3ccc(SCc4ccco4)o3)C(=O)N=C2S1,?,·
COc1cccc(/C=N/N2CCN(Cc3ccccc3)CC2)c1O,-14.1%,-7.1
CNC(=S)N1CCN(C(c2ccccc2)c2ccccc2)CC1,?,·
C/C(=N\NC(=O)COc1ccc(C(C)(C)C)cc1)c1ccccc1,?,·
CC(=O)c1c(C)[nH]c(C(=O)Nc2cc(S(=O)(=O)N(C)C)ccc2C)c1C,5.8%,-11.5
CC1CCCCC1NC(=O)COC(=O)c1ccc2ncsc2c1 (centres undefined),?,·
CON1C(=O)C(=O)N(OC)C(C)(C)C1C (centres undefined),?,·
COc1cc(CN(C(=O)c2cc3ccccc3oc2=O)C2CCS(=O)(=O)C2)cc(OC)c1OC (centres undefined),?,·
CN1C(=O)/C(=N\OC(=O)c2ccccc2Cl)c2ccccc21,?,·
C=C[C@]1(C)C[C@H]1[C@H](NP(=O)(c1ccccc1)c1ccccc1)c1ccccc1,?,·
Cc1nn(CCCC(=O)Nc2ccc(Br)cc2F)c(C)c1[N+](=O)[O-],i,·
O=C(CN1CCN(c2cccc(Cl)c2)CC1)NC1CCCc2ccccc21 (centres undefined),?,·
COc1ccc(CNC(=O)Cc2c(C(=O)O)[nH]c3ccccc23)c(OC)c1,0.9%,14.0
CN(CC(=O)Nc1ccc(F)cc1)C(=O)CN1C(=O)c2ccccc2C1=O,?,·
CN(C)CCNC(=O)Cn1c(=O)c2cccn2c2ccc(F)cc21,?,·
Cc1nn(C)c(Oc2cccc(Cl)c2)c1C(=O)Nc1ccc(F)cc1,-3.6%,-4.0
O=C(CCCC(=O)OCC(=O)c1ccc(Cl)cc1)NC1CCCCC1,20.0%,·
CCC(=O)c1cc(F)c(N2CCN(C(=O)Cc3ccccc3)CC2)cc1C,i,·
CC(=O)NS(=O)(=O)c1ccc(NC(=O)COc2ccc(C(=O)c3ccccc3)cc2)cc1,?,·
CCn1cnc2cc(NCc3ccncc3)ccc21,i,8.5
O=C(C(=O)c1ccc(O)cc1)c1ccccc1,i,19.8
O=C(NC1CCCCC1)c1ccc(Cl)c(NC(=O)c2ccccc2F)c1,?,·
CCc1noc(C)c1C(=O)Nc1nc(-c2ccc(OC)cc2OC)cs1,?,·
Nc1c(C(=O)Nc2ccc(F)cc2)nnn1-c1cccc(C(F)(F)F)c1,0.8%,5.1
Cc1ccc(C)c(NCC(=O)NNC(=S)Nc2ccccc2)c1,6.7%,2.0
CCCSc1ccc(-c2nn(-c3ccccc3)cc2/C=C(/C#N)C(=O)N2CCOCC2)cc1,i,-5.0
CC(=O)Nc1ncc2c(n1)CC(c1ccco1)CC2=O (centres undefined),?,·
Fc1ccc2c(c1)C(c1ccncc1)=NNC(c1ccccc1)=N2,-4.4%,-2.9
CC1CCCN(S(=O)(=O)c2cccc3nonc23)C1 (centres undefined),?,·
NC(=O)C1CCN(c2nc(C3CC3)nc3c2nnn3Cc2ccccc2)CC1,-21.8%,-17.9
CC(C)CN(C(=O)COC(=O)Cc1cccc2ccccc12)c1c(N)n(Cc2ccccc2)c(=O)[nH]c1=O,?,·
COc1ccccc1-c1nc(SCC(=O)Nc2cc(C)on2)c2c(=O)n(C)c(=O)n(C)c2n1,-35.5%,-14.0
# Continuation:
SMILES,S3 lipid droplet,S3 lipid droplet cell count max
O=C(Nc1ncccn1)C12CC3CC(CC(C3)C1)C2,3.5%,9.2
COCCn1nnnc1C(c1ccc(Cl)cc1)N1CCSCC1 (centres undefined),10.3%,-5.3
CCOc1ccc(NC(=O)c2ccccc2OCC(=O)c2ccc(C)cc2)cc1,?,·
COc1ccccc1S(=O)(=O)NCc1ccc(C(=O)NC2CCC(O)CC2)cc1 (centres undefined),?,·
CCOC(=O)C(NC(=O)CC)(Nc1cc(C)on1)C(F)(F)F (centres undefined),i,5.6
CC(=O)OCC1OC(Sc2cccc3cccnc23)C(OC(C)=O)C(OC(C)=O)C1OC(C)=O (centres undefined),-10.1%,-3.5
CN(C(=O)COC(=O)/C=C/c1ccc2ccccc2n1)c1c(N)n(Cc2ccccc2)c(=O)[nH]c1=O,?,·
CN(CC(=O)Nn1cnnc1)S(=O)(=O)c1ccc(Br)cc1,?,·
S=c1[nH]nc(-c2ccc(Br)o2)n1Cc1ccccc1,?,·
C=C(C)[C@@H]1CC=C(CN2CCC(N3CCC(C(=O)N4CCCC4)CC3)CC2)CC1,?,·
CCN1CCN(CCNC(=O)c2ccc3nc(-c4cccc(C)c4)c(-c4cccc(C)c4)nc3c2)CC1,?,·
NC(=O)C1(N2CCCCC2)CCN(C(=O)NC2CCCCC2)CC1,11.9%,3.4
Cn1ncc(Cl)c1C(=O)Nc1ccc2c(c1)OCO2,1.0%,9.4
Cc1ccc(C(=O)C2COC(=O)C2)cc1 (centres undefined),?,·
C=CCN1CC(=O)N2C(c3ccccc3)c3[nH]c4ccccc4c3C[C@H]2C1=O (some centres undefined),?,·

# Full records, quoted from the list. Values in the order: S3 lipid droplet | S3 lipid droplet cell count max
# `COC(=O)c1c(NC(=O)c2cccnc2Cl)sc(C(=O)N(C)C)c1C` as listed: 20.4% | 7.0
# `CCOc1ccc(NC(=O)c2ccccc2OCC(=O)c2ccc(C)cc2)cc1` as listed: ? | ·
# `CC(=O)Nc1c(O)nc(SCC(=O)Nc2ccc(C(C)=O)cc2)[nH]c1=O` as listed: ? | ·
# `COCCn1nnnc1C(c1ccc(Cl)cc1)N1CCSCC1` (centres undefined) as listed: 10.3% | -5.3

# Carrying on:
SMILES,S3 lipid droplet,S3 lipid droplet cell count max
CCOCCCn1c(SCC(=O)NCc2ccco2)nc2c(sc3ccccc32)c1=O,?,·
N#CCNc1ccc([N+](=O)[O-])cc1C#N,23.9%,·
Nc1cc(-c2ccccc2)ccc1O,?,-2.0
CCc1sc(C(=O)NCc2ccco2)cc1C,?,·
Cc1cc(C(=O)N2CCCC(N3CCN(c4cccc(C(F)(F)F)c4)CC3)C2)c(C)o1 (centres undefined),73.5%,-3.0
CCCN1CCC(=O)N([C@H](COc2ccccc2)Cc2ccccc2)CC1,?,·
O=c1c(/C=C(\O)c2ccc(F)cc2)nc2ccccc2n1-c1ccccc1,?,·
CCC1=NN(C(=O)c2ccc(Cl)cc2)C(O)(c2ccc(C)cc2)C1 (centres undefined),?,·
COc1ccc(OCc2cc(C(=O)NCC(C)Oc3cccnc3)no2)c(Cl)c1 (centres undefined),?,·
Fc1cccc(CSc2nnc3c(n2)[nH]c2ccccc23)c1,19.5%,-4.3
Cc1cc(C)cc(N=Cc2[nH]c3ccc(Br)c(Cl)c3c2O)c1,?,·
COc1cc(/C=N/Nc2nc(=O)[nH]nc2C)cc(OC)c1O,?,·
Cc1ccc(NC(=O)[C@H](C)NC(=O)C2CCN(C(=O)[C@H](CC(C)C)NC(=O)OC(C)(C)C)CC2)cc1,?,·
CC(=O)c1cccc(NC(=O)/C(=C\c2cccnc2)NC(=O)c2ccccc2)c1,?,·
CCCCC(=O)Nc1cccc(NC(=O)c2ccccc2Br)c1,?,·

# A different layout for some results above:
S3 lipid droplet	S3 lipid droplet cell count max	SMILES
23.9%	·	N#CCNc1ccc([N+](=O)[O-])cc1C#N
?	·	CCc1sc(C(=O)NCc2ccco2)cc1C
73.5%	-3.0	Cc1cc(C(=O)N2CCCC(N3CCN(c4cccc(C(F)(F)F)c4)CC3)C2)c(C)o1 (centres undefined)
?	-2.0	Nc1cc(-c2ccccc2)ccc1O
?	·	CCOCCCn1c(SCC(=O)NCc2ccco2)nc2c(sc3ccccc32)c1=O
?	·	COc1ccc(OCc2cc(C(=O)NCC(C)Oc3cccnc3)no2)c(Cl)c1 (centres undefined)

# (next part)
SMILES,S3 lipid droplet,S3 lipid droplet cell count max
CC(=O)NCc1ccc(S(=O)(=O)N/N=C/c2ccc(N(C)C)cc2)cc1,-10.4%,13.9
CN(C)/C=N/c1nc2nccc(-c3ccc(F)cc3)n2n1,-4.2%,17.2
O=C(c1c[nH]c(C(=O)C(Cl)(Cl)Cl)c1)c1ccccc1Br,-13.6%,7.0
COc1cccc(C(Nc2ccccn2)c2c(NC(=O)c3ccco3)sc(C)c2C)c1 (centres undefined),4.9%,-10.1
CCc1cc[n+](/C(C(=S)Nc2cccc(C)c2)=C(/[O-])c2ccc(C)c([N+](=O)[O-])c2)cc1,2.2%,-1.0
CC(=O)c1n[nH]nc1Nc1nc(C)cc(C)n1,-0.5%,14.2
Cc1cccn2c(=O)c3cc(C(=O)NCc4cccnc4)c(=N)n(CC4CCCO4)c3nc12 (centres undefined),?,·
CCN(CC)S(=O)(=O)c1ccc(N2CCOCC2)c(NC(=O)c2cccc(C#N)c2)c1,?,·
CCCN(CCC)CC(C)(C)NS(=O)(=O)c1ccc(Cl)cc1,?,·
Nc1nc(-c2ccc3ccccc3c2)c(C2(O)C(=O)Nc3c(Br)cc(F)cc32)s1 (centres undefined),?,·
O=C(O)/C=C/C(=O)Nc1ccc(Cc2ccc(NC(=O)/C=C/C(=O)O)cc2)cc1,?,·
Cc1cc(NS(=O)(=O)c2ccc(N3C(=O)C4C5C=CC(C5)C4C3=O)cc2)nc(C)n1 (centres undefined),8.2%,-3.1
COc1ccc(OCCSc2ncccn2)cc1,?,·
COc1cccc(-c2cc(C(=O)NCCCn3ccnc3)c3ccccc3n2)c1,?,·
Cc1ccc(S(=O)(=O)NCC(=O)OCc2nnc(-c3ccccc3)o2)cc1C,?,·
CCCCOC(=O)N1CCOCCOCCOCC1,0.9%,21.2
N#CCCN(C(=O)COC(=O)c1ccc2ccccc2n1)c1ccccc1,?,·
Cc1nc(N)c(C#N)c(-c2cccnc2)c1-c1ccccc1,?,·
Nc1nn(S(=O)(=O)c2ccccc2)cc1-c1cccc([N+](=O)[O-])c1,3.4%,-4.2
CCC(=O)N1CCc2cc(Br)cc(S(=O)(=O)NCCCN(C)Cc3ccccc3)c21,?,·
Brc1cc2c(cc1CN1CCc3ccccc3C1)OCO2,?,·
O=C(CNC(=O)C1CCCCC1)OC(C(=O)c1ccccc1)c1ccccc1 (centres undefined),?,·
COC(=O)c1c(NC(=O)c2ccc(C)cc2)csc1C,3.1%,14.7
CCc1ccc(OCC(=O)NC(NC(=S)Nc2ccc(Cl)cc2)C(Cl)(Cl)Cl)cc1 (centres undefined),?,·
Cc1ccc(C(=O)N2CCc3ccccc32)cc1NC(=O)c1ccco1,?,·

# An excerpt of these results, with two lines to a compound:
# Under each structure: S3 lipid droplet, S3 lipid droplet cell count max
CCC(=O)N1CCc2cc(Br)cc(S(=O)(=O)NCCCN(C)Cc3ccccc3)c21
    ?, ·
Brc1cc2c(cc1CN1CCc3ccccc3C1)OCO2
    ?, ·
O=C(CNC(=O)C1CCCCC1)OC(C(=O)c1ccccc1)c1ccccc1 (centres undefined)
    ?, ·

# Source: PubChem

# Not all compounds are listed; count on the stated rates, not on these rows.
